Assay outcomes: PubChem, National Center for Advancing Translational Sciences (NCATS)
Nrf2 inh: blocks Nrf2 signaling; A549 ARE-Fluc reporter, luciferase luminescence, 18-24 h; Potency, µM (top dose mostly 46 µM), without a hit: at the top dose activity change, negative = inhibition, usual class: inhibitors; 2.1% of 360,000 active; also: potency is read from the fitted curve at half-maximal effect; % is scaled to controls: 0 for no effect and ±100 for the full control effect; nearly all actives have a fitted effect of over 60% in size
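A549 ARE_Fluc cells (5000/well, 5% FBS OPTI-MEM) pre-incubated 2 h, then treated with compounds 18-24 h at 37C/5% CO2 in concentration-response. CellTiter-Fluor viability read first; BugLite luciferase luminescence after 15 min at room temperature gives Nrf2 activity.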
CCT modulator: changes cytosolic chaperonin activity | purified chaperonin ATPase assay, HTRF ADP detection, 30 min | activity change, % (test concentration not listed), hits read low | 0.3% of 360,000 active | AID 651819; in the data active = activity change below about -30%; also: % is scaled to controls: 0 for no effect and ±100 for the full control effect
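First, chaperonin was dispensed at 40 nM or 20 nM final depending on batch activity. Next, compounds were pinned at 76 uM and ATP added at 10 uM. After 30 min at 37 °C, ADP detection reagents ran 30 min at ambient temperature.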
pAkt inh: blocks phosphorylation of Akt. Neuro2A IGF-stimulated pAkt S473 HTRF, 20 min; active compounds read low. activity change, % for hits at 50 µM. 0.32% of 360,000 active. AID 651550; in the data active = activity change below about -80%; inconclusive = mostly about -51% to -80%; also: % is scaled to controls: 0 for no effect and ±100 for the full control effect
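Neuro2A cells (4,500/well, DMEM with 0.5% FBS) were treated with compound at a single 50 µM final concentration, stimulated with 6 nM IGF for 20 min at 37 °C, and lysed. Phospho-Akt Ser473 was read by HTRF as 665/615 ratio ×10^4.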
HepG2 viability: kills HepG2 cells in TGF-b inhibitor counter-screen. Potency, µM (top dose mostly 46.1 µM), without a hit: top-dose activity change, negative = cytotoxicity, usual class: cytotoxic. 0.76% of 410,000 active. AID 588856. HepG2 CAGA-GFP viability, ATP luminescence, 18 h; also: potency is read from the fitted curve at half-maximal effect; some results filed as inactive show a strong effect at the top dose
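CellTiter-Glo luminescence gave cytotoxicity after 18 hours at 37 degrees C. The cells were HepG2 CAGA-GFP in 1% FBS DMEM, stimulated with 500 pg/mL TGF-beta after compound addition. %Activity was normalised to no-cell wells (complete cell-killing) and DMSO (no toxicity), and curves were fitted and classified.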
TGFb SMAD3 inh: blocks TGF-b signaling | AID 588855 | 1.2% of 410,000 active | Potency, µM (highest dose often 46.1 µM), without a hit: at the highest dose activity, negative = inhibition, actives largely listed as inhibitors | HepG2 CAGA-GFP TGF-b/SMAD3 reporter, GFP fluorescence, 18 h; TGF-beta stimulated, 500 pg/mL final; also: potency is read from the fitted curve at half-maximal effect; % is scaled to controls: 0 for no effect and ±100 for the full control effect; nearly all actives have a fitted effect of over 65% in size
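Inhibition of TGF-beta-driven CAGA-GFP reporter expression in HEPG2 cells is measured by cellular GFP fluorescence after 18 h stimulation with 500 pg/mL recombinant TGF-beta in 1% FBS medium at 37 degrees C.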
Nrf2 activator: activates Nrf2 signaling. AREc32 ARE-luciferase reporter (MCF7-derived line), luminescence, 24 h. AID 624171. Potency, µM (top dose mostly 46.1 µM), for inactives: top-dose activation, usual class: activators. 0.31% of 410,000 active; also: potency is read from the fitted curve at half-maximal effect; % of control where 0% means no effect; nearly all actives have a fitted effect of over 65% in size
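Reporter line AREc32 (ARE-Fluc), seeded overnight in OPTI-MEM with 5% FBS; compound pin-transferred, 24 hr at 37 deg C, 5% CO2; luminescent read-out.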
Abeta rescue: restores growth of yeast expressing A-beta42 peptide; Potency, µM (top dose mostly 46.1 µM), inactives show top-dose growth rescue, hits mostly activators; 0.063% of 410,000 active; yeast expressing A-beta42, growth rescue, OD600, 48 h; response scale: 0% DMSO, 100% iron-clioquinol control; AID 1347071; also: potency is read from the fitted curve at half-maximal effect; nearly all actives have a fitted effect of over 55% in size
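Yeast A-beta toxicity model in growth medium with pinned compounds, 48 h at 30 C; growth read as absorbance at 600 nm. Normalized to FeCl3/clioquinol equimolar mix (positive) and DMSO (negative).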
MmCpn inh: M. maripaludis TRiC chaperonin inhibition | AID 504842 | Potency, µM (series often up to 76.9 µM), for the others: at the highest dose activity, negative = inhibition, actives largely listed as inhibitors | purified Mm-Cpn ATPase, ADP Transcreener TR-FRET | 0.031% of 330,000 active; also: potency is read from the fitted curve at half-maximal effect; % is scaled to controls: 0 for no effect and ±100 for the full control effect; nearly all actives have a fitted effect of over 80% in size
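TR-FRET (320 nm excitation; 590 and 665 nm emission) reports ADP made from 10 uM ATP by 25 nM enzyme; compounds were preincubated 10 min, reaction run 30 min, both at 37°C.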
A549 tox: kills or reduces viability of A549 cells in Nrf2 counter-screen; AID 504648; A549 ARE-Fluc cells, CellTiter-Fluor viability, 18-24 h; Potency, µM (top dose mostly 46 µM), without a hit: top-dose activity change, negative = cytotoxicity, hits mostly inhibitors; 0.16% of 390,000 active; also: potency is read from the fitted curve at half-maximal effect; % is scaled to controls: 0 for no effect and ±100 for the full control effect
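A549 ARE-Fluc cells in 5% FBS OPTI-MEM, 5000 cells/well, rested 2 h then exposed to compounds in concentration-response for 18-24 h at 37 °C. Viability by CellTiter-Fluor fluorescence (Ex 405/Em 525) after 30 min; luciferase luminescence (BugLite, 15 min, RT) read afterwards.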
Numbers without * were called inactive; i = inactive; u = inconclusive; x = no result given; [ ] = remark or other dose. Unless noted, calls follow the shape of the dose curve; as a rule, active = well fitted curve in the direction sought with a large enough effect; inconclusive = small, poorly fitted or top-dose-only effect, or another doubt; inactive = no such curve, though single readings can be large; an effect the other way counts as inactive or inconclusive.

SMILES	Nrf2 inh	CCT modulator	pAkt inh	HepG2 viability	TGFb SMAD3 inh	Nrf2 activator	Abeta rescue	MmCpn inh	A549 tox
CC(OC(=O)C1=COCCO1)C(=O)Nc1cccc(S(=O)(=O)N2CCOCC2)c1 (stereo not given)	-0.1%	-2.1	i	37.0%	9.6%	-0.8%	6.8%	0.0%	-17.4%
CCn1cc(C(=O)N(C)c2cc(C)ccc2C)c2cc(OC)c(OC)cc2c1=O	x	x	x	1.9%	-1.9%	-0.9%	-6.3%	x	-18.9%
COCCNC(=O)C(=O)NCC1OCCN1S(=O)(=O)c1ccc(F)cc1 (stereo not given)	-6.3%	-3.3	i	0.0%	13.9%	2.6%	-12.9%	0.3%	-12.5%
Cc1cc(C)n2nc(SCC(=O)N3CCc4ccccc43)nc2n1	11.3%	1.4	i	-4.0%	u	0.2%[9.22 µM]	-14.6%	-5.6%	2.4%
Cc1ccc(O)c(NC(=S)NC(=O)/C=C/c2ccccc2)c1	-1.3%	1.5	i	-18.3%	-1.4%	11.2µM*	-8.2%	-0.9%	-4.4%
Cc1ccc(NC(=O)C23CCC(C)(C(=O)[C@H]2Br)C3(C)C)cc1 (stereo not given in full)	-7.9%	-0.9	i	-3.4%	-9.4%	-0.2%	14.8%	0.8%	0.0%
CCN1CCN(C(=O)c2ccc(Cl)c(S(=O)(=O)N3CCOCC3)c2)CC1	7.4%	0.5	i	-15.5%	5.6%	-0.1%	-8.3%	-0.5%	5.1%
O=C(COC(=O)c1ccc(Cl)c(S(=O)(=O)N2CCCC2)c1)NC1CCCCC1	-1.0%	-1.2	i	-21.2%	-10.8%	-0.2%	16.8%	0.5%	0.7%
CCc1cccc(N2C(=O)CSC23C(=O)Nc2ccccc23)c1 (stereo not given)	-7.6%	x	x	-17.3%	-8.8%	-0.7%	-13.4%	x	-2.6%
COc1ccc(CN2C(=O)c3ccccc3C2c2nnnn2Cc2ccccc2)cc1OC (stereo not given)	x	-1.4	i	x	x	0.2%	-0.9%	x	x

Part of the list above, with two lines to a compound:
Value order: Nrf2 inh | CCT modulator | pAkt inh | HepG2 viability | TGFb SMAD3 inh | Nrf2 activator | Abeta rescue | MmCpn inh | A549 tox
> CC(OC(=O)C1=COCCO1)C(=O)Nc1cccc(S(=O)(=O)N2CCOCC2)c1 (stereo not given)
    -0.1% | -2.1 | i | 37.0% | 9.6% | -0.8% | 6.8% | 0.0% | -17.4%
> CCc1cccc(N2C(=O)CSC23C(=O)Nc2ccccc23)c1 (stereo not given)
    -7.6% | x | x | -17.3% | -8.8% | -0.7% | -13.4% | x | -2.6%

New compounds follow:
SMILES	Nrf2 inh	CCT modulator	pAkt inh	HepG2 viability	TGFb SMAD3 inh	Nrf2 activator	Abeta rescue	MmCpn inh	A549 tox
CN(C)/N=C/c1ccc(N2CCOCC2)cc1	3.9%	-0.8	i	-2.9%	2.6%	7.5%	-19.8%	-0.9%	-2.5%
Cc1ccc(-c2ccc(CCC(=O)O)n2NC(=O)c2cccs2)cc1	6.4%	-5.6	i	0.1%	-5.9%	2.1%	10.2%	0.1%	-6.4%
O=C(O)Cc1ccc(NC(=O)c2ccc3c(c2)C(=O)N(CC2CCCO2)C3=O)cc1 (stereo not given)	9.8%	-1.3	i	-2.2%	-2.5%	-0.5%	-3.8%	-1.0%	-3.7%
CCOC(=O)c1c(NC(=O)COC(=O)c2cccc([N+](=O)[O-])c2)sc(C(=O)N(C)C)c1C	x	0.1	i	-48.7%	4.1%	-0.6%	12.6µM*	x	x
COCCN(C(=O)COC(=O)/C=C/c1ccco1)c1c(N)n(Cc2ccccc2)c(=O)[nH]c1=O	15.2%	-2.9	i	-3.4%	4.0%	8.0%	-1.7%	-0.3%	-11.1%
Cc1ccc(S(=O)(=O)N2CCC(=O)N(C(COCc3ccc(Cl)cc3Cl)Cc3ccccc3)CC2)cc1 (stereo not given)	-17.8%	-0.7	i	-18.4%	u	0.6%	4.0%	-0.9%	-1.3%
O=C(Cn1nnc2ccccc21)OCc1ccccc1	-7.4%	-3.3	i	7.5%	2.3%	0.2%	21.1%	-3.3%	-1.3%
Cc1cccc(C(=O)Nc2c3c(nn2C(C)(C)C)CS(=O)(=O)C3)c1	-17.0%	-1.3	i	4.5%	6.1%	-0.2%	0.2%	-1.1%	2.8%
CCOC(=O)CN1CC23C=CC(O2)C(C(=O)Nc2ccc(OCC)cc2)C3C1=O (stereo not given)	12.2%	-0.6	i	-2.0%	-13.7%	0.0%	5.8%	0.7%	2.8%
CC(/C=C/c1ccccc1)=N\NC(=O)c1cc(C)nc2ccccc12	u	0.3	i	-16.3%	6.8%	0.5%	10.7%	-0.1%	-6.9%

Four entries out of the list, arranged by SMILES length, falling.
SMILES	Nrf2 inh	CCT modulator	pAkt inh	HepG2 viability	TGFb SMAD3 inh	Nrf2 activator	Abeta rescue	MmCpn inh	A549 tox
Cc1ccc(S(=O)(=O)N2CCC(=O)N(C(COCc3ccc(Cl)cc3Cl)Cc3ccccc3)CC2)cc1 (stereo not given)	-17.8%	-0.7	i	-18.4%	u	0.6%	4.0%	-0.9%	-1.3%
Cc1cccc(C(=O)Nc2c3c(nn2C(C)(C)C)CS(=O)(=O)C3)c1	-17.0%	-1.3	i	4.5%	6.1%	-0.2%	0.2%	-1.1%	2.8%
CC(/C=C/c1ccccc1)=N\NC(=O)c1cc(C)nc2ccccc12	u	0.3	i	-16.3%	6.8%	0.5%	10.7%	-0.1%	-6.9%
Cc1ccc(-c2ccc(CCC(=O)O)n2NC(=O)c2cccs2)cc1	6.4%	-5.6	i	0.1%	-5.9%	2.1%	10.2%	0.1%	-6.4%

Following part
SMILES	Nrf2 inh	CCT modulator	pAkt inh	HepG2 viability	TGFb SMAD3 inh	Nrf2 activator	Abeta rescue	MmCpn inh	A549 tox
S=c1[nH]nc(Cc2ccc(Br)cc2)n1/N=C/c1ccc(Cl)cc1	-2.7%	-1.3	i	-36.5%	-23.0%	3.9%	u	-1.1%	3.6%
COc1cccc(/C=C/c2nc(S(=O)(=O)c3ccccc3)c(N3CCC(C(N)=O)CC3)o2)c1	x	-0.8	i	-20.6%	-4.4%	3.9%	8.3%	x	x
CCOc1ccc(C(=O)NCc2ccc3c(c2)OCO3)cc1	4.2%	-2.0	i	-1.8%	11.6%	2.1%	-14.7%	-0.8%	2.2%
COc1ccc(NC(=O)C2CCCCN2N)cc1OC (stereo not given)	18.0%	-2.5	i	-6.5%	19.0%	-0.2%	-15.5%	-2.8%	0.5%
COCCNC(=O)CCc1nnc2ccc(N3CCC(C)CC3)nn12	-18.4%	-0.5	i	-19.2%	-5.0%	-0.5%	-8.5%	-1.5%	-14.1%
Cc1ccccc1Nc1ncnc2[nH]ncc12	-6.3%	-0.5	i	0.5%	-6.4%	-0.2%	-10.9%	x	2.8%
Cc1nc(-c2cccc(NC(=O)c3ccc(-n4cccn4)cc3)c2)cs1	14.6µM*	-0.1	i	-12.4%	u	0.7%	5.7%	-6.0%	-6.8%
CC(=O)N/C(=C\c1ccccc1)C(=O)OCC(=O)N(CC(C)C)c1c(N)n(Cc2ccccc2)c(=O)[nH]c1=O	2.5%	-1.1	i	-6.7%	0.1%	-0.5%	-1.2%	-0.3%	10.9%
Cc1ccc(C(C(=O)NC2CCCCC2)N(Cc2cccnc2)C(=O)C2COc3ccccc3O2)o1 (stereo not given)	1.7%	1.2	i	-4.4%	u	0.2%	2.8%	-0.8%	1.8%
COC(=O)C1=C(N)Oc2cc(C)[nH]c(=O)c2C1c1cc(OC)c(OC)c(OC)c1 (stereo not given)	18.0%	3.4	i	5.1%	-7.7%	0.2%	-9.8%	-0.7%	-0.4%
O=C(NCc1ccccn1)C1CCC(=O)N1C1CCCCC1 (stereo not given)	5.5%	0.6	i	-7.9%	0.5%	-0.1%	7.0%	0.4%	17.3%
O=C(CN1C(=O)CCSc2ccc(S(=O)(=O)N3CCOCC3)cc21)Nc1cccc(F)c1	-2.5%	-0.1	i	-16.6%	0.0%	0.4%	6.8%	3.7%	-0.8%
CCn1c(/C=N/c2nc3ccccc3n2C)nc2ccccc21	10.3%	0.8	i	-23.1%	-5.1%	0.2%	26.4%	1.0%	-15.3%
Cc1nn(C(C)C(=O)NC2CC2)c(=O)c2nn(-c3ccccc3)c(C)c12 (stereo not given)	11.2%	-2.1	i	2.4%	-3.6%	0.0%	-2.9%	2.4%	10.6%
CN(c1ccccc1)S(=O)(=O)c1cccc(NC(=O)c2ccc(=O)[nH]n2)c1	u	-2.8	i	-23.9%	-6.6%	0.4%	19.9%	-0.2%	-6.4%
COCCN1CCn2c(nc3cc(NC(=O)NC4CCCCC4)ccc32)C1	1.4%	0.5	i	-11.4%	-3.0%	0.0%	-2.1%	-3.9%	0.1%
CCN(C1CCS(=O)(=O)C1)S(=O)(=O)c1cccs1 (stereo not given)	-1.8%	-1.2	i	2.4%	-2.2%	-0.1%	-17.7%	-0.9%	3.5%
CCN(CC)CCN(C(=O)c1ccc2c(c1)OCCO2)c1nc2c(Cl)cccc2s1	-9.1%	-1.1	i	-3.4%	-1.0%	-0.9%	5.4%	1.5%	-16.5%
O=C1c2cc(CO)cc(O)c2C(=O)c2c(O[C@@H]3OC(CO)[C@@H](O)[C@@H](O)[C@@H]3O)cccc21 (stereo not given in full)	-9.6%	-0.1	i	4.9%	1.4%	-0.3%	-30.2%	x	-2.3%
CN(C)S(=O)(=O)c1cccc(NC(=O)c2cc(-c3cccs3)nn2-c2cccc(Cl)c2)c1	1.0%	0.8	i	-3.4%	-7.1%	-0.7%	4.8%	u	-10.3%
